Artemis inh: blocks endonuclease activity of human Artemis; Q96SD1; recombinant Artemis, quenched FAM hairpin cleavage fluorescence; inhibition, % at 10 µM; 30,000 tested, 0.78% active;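 active = at 10 µM dose, at least 30% inhibition, measured as corrected fluorescence normalized to stimulator and neutral control wells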
* hit, by the source's call.

SMILES | Artemis inh
CC(=O)Oc1ccc2c(C)cc(=O)oc2c1 | 6.7

A portion of the library, so the mix of outcomes need not match the whole.
